# High-throughput results (PubChem)
# Exocytosis inh – lytic granule exocytosis inhibition; 360,000 tested, 0.66% active; inhibition, % at 10 µM; AID 651702; TALL-104 LAMP-1 surface exposure, flow cytometry; cells stimulated with thapsigargin and PMA;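 active means inhibition above about 55%, limit read from the data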
# TLR9-MyD88 block – inhibitors of human TLR9-MyD88 binding. 340,000 tested, 0.21% active. Q9NR96+Q99836. CHO BLA complementation TLR9-MyD88, CCF4 FRET ratio. AID 504734. inhibition, % at 4.98 µM;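 active means inhibition above the mean over all tested compounds plus 3 SD, cut at about 21% in these data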;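 further: 0% = DMSO only wells and 100% = clavulanate BLA inhibitor control wells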
# MC4R antagonist – antagonists of human melanocortin 4 receptor (MC4R); 360,000 tested, 0.48% active; inhibition, % at 6.5 µM; AID 540295; MC4R-expressing cells, MTII-stimulated cAMP, LANCE TR-FRET; P32245;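 active means inhibition above its plate's cutoff, the mean of tested wells on that plate plus 3 SD, cut at about 29% in these data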;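 further: 0% = Melanotan II alone and 100% = Melanotan II plus saturating MCL0020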
#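 Assay system: U2OS-MC4R stable cell line; Also added: Melanotan II; Technique: Eu-cAMP/anti-cAMP TR-FRET, emission 671 nm; Times: 30-min compound, 1-h challenge, 1-h detection, room temperature.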
# NOD2-RIPK2 inh – blocks binding of human NOD2 to RIPK2 | O43353 | CHO BLA complementation NOD2-RIPK2, CCF4 ratio | inhibition, % at 4.98 µM | 360,000 tested, 0.38% active; in the data active means inhibition above about 21%;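 further: 0% = vehicle only and 100% = reference blocker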
# ABHD5 PLIN5 PPI – ABHD5-PLIN5 protein interaction inhibition. Split G. princeps luciferase complementation, luminescence, 4 h. inhibition, % at 4 µM. 360,000 tested, 0.78% active. AID 602281;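 active means inhibition above the mean inhibition across every tested compound plus 3 SD, cut at about 22% in these data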;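 further: 0% = DMSO only wells and the 100% control is not disclosed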
# Target sequence (Q00G26 whole entry, looked up): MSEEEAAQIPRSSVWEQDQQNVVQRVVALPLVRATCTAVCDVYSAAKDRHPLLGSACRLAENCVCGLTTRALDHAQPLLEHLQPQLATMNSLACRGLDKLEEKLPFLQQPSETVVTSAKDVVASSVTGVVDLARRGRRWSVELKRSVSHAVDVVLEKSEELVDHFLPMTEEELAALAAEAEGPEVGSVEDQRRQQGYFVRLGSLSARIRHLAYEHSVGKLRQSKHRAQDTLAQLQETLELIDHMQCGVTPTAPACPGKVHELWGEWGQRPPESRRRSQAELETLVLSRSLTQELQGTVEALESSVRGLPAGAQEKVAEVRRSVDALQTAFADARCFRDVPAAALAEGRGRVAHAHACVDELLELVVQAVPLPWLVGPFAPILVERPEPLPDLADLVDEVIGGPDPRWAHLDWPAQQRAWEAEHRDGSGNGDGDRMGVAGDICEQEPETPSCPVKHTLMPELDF
# Target sequence (Q8WTS1 whole entry, looked up): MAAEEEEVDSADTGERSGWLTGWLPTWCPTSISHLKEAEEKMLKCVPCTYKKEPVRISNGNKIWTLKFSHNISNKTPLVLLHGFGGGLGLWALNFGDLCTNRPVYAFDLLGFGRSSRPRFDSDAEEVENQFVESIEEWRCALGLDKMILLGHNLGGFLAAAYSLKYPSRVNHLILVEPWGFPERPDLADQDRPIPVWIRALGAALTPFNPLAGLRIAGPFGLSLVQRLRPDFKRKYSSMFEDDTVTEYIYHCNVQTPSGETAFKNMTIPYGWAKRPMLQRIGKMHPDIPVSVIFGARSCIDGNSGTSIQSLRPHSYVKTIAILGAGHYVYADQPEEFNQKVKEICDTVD
# ABCB6 inh 2 – blocks the human ABCB6 transporter; Q9NP58; fluorescence ratio to DMSO, % at 10 µM; K562-ABCB6 porphyrin accumulation, flow cytometry, 1 h; hits give low values; AID 602162; 360,000 tested, 0.19% active;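 active means fluorescence ratio to DMSO below 75%, the collection mean minus 3 SD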;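 further: signal is porphyrin accumulated inside mitochondria; 100% equals median channel fluorescence of DMSO control wells; lower ratio means ABCB6 inhibition with less porphyrin fluorescence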
# Vif imaging – inhibitors of HIV Vif | HEK293T cells, Vif self-association by quenched fluorescence, imaging, 24 h | inhibition, % at 7.49 µM | 340,000 tested, 0.35% active | AID 602346; in the data active means inhibition above about 50%, passing the limit was not always enough; further: some results filed as inactive read as strong as hits
# Glyco luc inh – blocks N-linked glycosylation in D54 reporter cells | AID 588692 | reporter increase, % at 12.5 µM | D54 ERlucT glycosylation luciferase reporter, 24 h; percent of 100 nM tunicamycin response | 360,000 tested, 0.23% active;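 active means mean luciferase reporter signal, scaled so untreated is 0 and the glycosylation-blocking control 100, at or above a set limit in every replicate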;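 further: luciferase carries N-glycosylation sites so blocking glycosylation raises the light; 0% = median of neutral control wells and 100% = median of 100 nM tunicamycin wells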
# MC4R ag barr – agonists of human melanocortin 4 receptor (MC4R) beta-arrestin; P32245; U2OS MC4R beta-arrestin complementation, luminescence; percent of melanotan II response, DMSO zero; activation, % at 8.9 µM; 360,000 tested, 0.98% active;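 active means activation above a per-plate cutoff, the mean activation of sample wells on that plate plus 3 SD, cut at about 8% in these data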
# aDG glyco up – alpha-DG glycosylation activation; Pro5-aDG cells, alpha-DG glycosylation AlphaScreen (IIH6); 0% Pro5, 100% B10-LARGE cell signal; activation, % at 10 µM; 360,000 tested, 0.22% active;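 active means activation of at least 8% versus controls, or a plate z-score of at least 8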;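 further: Pro5 are CHO cells carrying HIG-tagged alpha-DG that lacks glycosylation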
# * hit, by the source's call; · = not tested or not shown. Only part of the results is shown, so the mix of outcomes need not match the whole.
# Every second line gives: Exocytosis inh	TLR9-MyD88 block	MC4R antagonist	NOD2-RIPK2 inh	ABHD5 PLIN5 PPI	ABCB6 inh 2	Vif imaging	Glyco luc inh	MC4R ag barr	aDG glyco up
O=C(Cc1ccccc1)Nc1ccccc1N1CCOCC1
  1.7	2.2	3.4	-10.8	2.6	92.0	-8.4	-1.0	-3.0	0.3
COc1cc2c(c(OC)c1CC=C(C)C)C[C@H](c1ccc(O)cc1O)CO2
  3.9	-2.6	-2.3	-12.8	-18.0	100.0	14.9	-2.3	-0.7	-0.3
O=C1/C(=C\c2ccc(Br)cc2)SC(=S)N1NS(=O)(=O)c1ccccc1
  56.6*	2.0	13.7	6.5	-5.6	98.0	19.2	-0.4	-1.0	-0.1
CCN(CC)C(=O)CSc1nnc(-c2ccco2)o1
  -0.7	-3.8	2.1	-2.8	-0.3	94.0	-1.7	-0.7	-0.2	0.0
CC(C)Cc1ccc(CN2CCCC(NC(=O)c3cccc(-n4cnnc4)c3)C2)cc1 (configuration not stated)
  -15.2	-11.3	14.7	-2.5	5.2	99.0	-3.0	0.9	-2.1	0.3
C=CCn1c(=N)n(CC(=O)c2ccccc2)c2ccccc21
  -6.9	-12.2	11.4	-13.2	-6.8	103.0	-7.5	-1.3	1.8	1.7
CCCn1c(=O)n(C)c(=O)c2c(SCC(=O)NCC(c3ccccc3)N(C)C)nc(CC(C)C)nc21 (configuration not stated)
  -0.1	-4.7	6.5	-12.4	1.3	97.0	-5.4	-1.6	-1.3	1.3
O=C(Cn1nc(C(F)F)cc1C1CC1)N1CCCC1
  -4.6	1.2	-1.6	4.6	6.2	101.0	46.2	2.1	-0.8	0.0
CCc1ccc(OCCNc2cc(N3CCNC(C)C3)ccc2[N+](=O)[O-])cc1 (configuration not stated)
  -12.8	-11.4	-2.9	4.1	15.9	96.0	-1.4	-4.8	11.4*	-0.5
COCCCN1C(=O)C(CC(=O)NCc2ccco2)CC(C(=O)N2CCOCC2)=C1C (configuration not stated)
  0.0	0.2	-0.8	3.3	6.0	96.0	8.0	2.3	0.9	1.8
NC1=NS(=O)(=O)NC1c1cccc(Cl)c1 (configuration not stated)
  -7.5	-9.7	3.2	-16.9	-4.4	107.0	-12.7	1.2	2.6	0.1
Cc1ncc(CN2CCC(C(=O)Nc3ccc(Oc4cccnc4)cc3)CC2)cn1
  -1.5	-12.8	3.3	-3.0	-9.8	95.0	-11.2	-0.7	-3.9	0.1
CC1CCCCC1NC(=O)Cn1nnc2ccccc2c1=O (configuration not stated)
  -2.5	-17.0	18.0	3.2	-0.8	100.0	-2.2	1.9	1.4	0.1
O=C(COC(=O)c1c(F)cccc1F)NCc1ccc2c(c1)OCO2
  -6.1	4.8	14.3	-15.0	-0.3	94.0	-7.0	1.4	0.2	-0.3
Cc1oc(-c2ccc(F)cc2F)nc1CN1CCN(C(=O)c2ccco2)CC1
  27.2	-7.2	6.2	-14.1	15.1	78.0	-5.1	-0.3	1.3	-0.3
Cc1sc2nc(CSc3ncn[nH]3)[nH]c(=O)c2c1C
  -2.0	-5.1	-5.5	-7.8	0.6	92.0	-3.0	2.6	-1.1	-0.1
O=C(CSc1nnc(-c2ccco2)n1Cc1ccccc1)c1ccc(F)cc1
  3.1	-5.3	15.7	1.3	-1.5	96.0	6.4	-2.4	-2.1	0.0
Cc1ccc(-c2nnc(SCC(=O)CC(=O)Nc3ccccc3)n2-c2ccccc2)cc1
  3.5	0.6	7.3	-2.7	-0.2	92.0	16.6	0.3	-3.0	0.1
CCOC(=O)C1CCN(C(=O)c2cc3cc(C)ccc3[nH]2)CC1
  -3.0	0.9	-0.7	-2.2	-2.2	112.0	-1.0	-0.2	-1.0	0.0
CSc1ncccc1C(=O)OCC(=O)NCCc1ccccc1
  -6.3	-3.0	12.6	-6.5	4.4	100.0	·	3.1	0.0	-0.1
CCS(=O)(=O)C1=NN2C(=N)/C(=C\c3ccc(OS(=O)(=O)c4ccccc4)cc3)C(=O)N=C2S1
  -4.5	9.2	-0.7	-4.3	1.4	98.0	-1.0	2.1	-1.1	-0.1
Cc1cc(C)n(-c2ccc(C(=O)OCC(=O)NC(c3ccccc3)c3ccccc3)cc2)n1
  -2.3	-3.1	20.0	-5.2	3.9	96.0	6.5	2.4	9.3*	0.1
CCCCn1c(N)c(N(CC)C(=O)c2cnc(C)cn2)c(=O)[nH]c1=O
  -7.7	-5.8	-1.1	-6.0	-8.8	91.0	-5.8	1.7	-0.5	-0.4
O=C(CSc1nnc(-c2ccccn2)n1Cc1ccccc1)Nc1ccc2c(c1)OCO2
  -1.2	6.6	-4.9	-6.2	-1.7	88.0	-0.1	-4.1	1.0	0.1
Cc1cc(C)nc(SCC(=O)c2ccc(F)cc2)n1
  -7.2	-2.5	10.8	-1.4	-5.4	97.0	-11.2	0.9	-0.9	-0.1
Brc1ccc(-c2ccccc2)cc1
  2.6	-6.0	-2.7	-12.2	1.4	97.0	-4.0	0.3	1.7	-0.2
c1ccc(C2C/C(=N\N3CCOCC3)c3ccccc3O2)cc1 (configuration not stated)
  21.4	-8.2	-3.0	-5.8	1.0	98.0	-5.7	-0.1	-1.4	0.0
Cc1nnc(SCc2nnc(-c3cccs3)o2)n1C
  9.4	1.3	14.6	-4.8	1.7	93.0	-4.3	3.6	-0.4	0.0
CC(=O)OC(Cn1ccnc1)c1ccccc1 (configuration not stated)
  0.2	-6.5	17.0	-5.4	7.1	101.0	19.8	3.7	0.6	-0.3
Cc1cc(C)c2c(CN3CCN(C/C=C/c4ccccc4)CC3)cc(=O)oc2c1
  -4.2	-8.8	-1.2	0.3	1.1	96.0	-3.2	1.3	1.7	0.4
O=C(Nc1ccc(S(=O)(=O)N2CCCC2)cc1)N1c2ccccc2Sc2ccccc21
  -2.7	-11.2	14.9	-1.9	-4.8	97.0	-3.0	1.2	-0.8	0.2
COCC(=O)Nc1ccc(S(=O)(=O)N2CCCC2)cc1
  6.9	-16.6	10.4	-4.9	7.5	105.0	-6.4	1.0	0.4	0.0
COc1ccc(/C=C2\N=C(C)OC2=O)cc1OC
  3.3	-0.2	10.7	-1.7	-7.6	408.0	0.7	2.4	2.0	-0.1
COc1ccc(C(=O)Nc2ccc(N3CCN(C(=O)C(C)C)CC3)cc2)cc1[N+](=O)[O-]
  0.1	-0.8	-5.8	-7.2	3.5	103.0	63.5*	-0.3	0.0	0.3
Cn1ncc(Cl)c1C(=O)N1CCN(c2ccc(Cl)c(Cl)c2)CC1
  -7.6	0.9	3.4	-5.2	2.5	98.0	-20.9	-2.7	-0.7	0.5
N=c1c(S(=O)(=O)c2ccc(Br)cc2)cc2c(=O)n3ccccc3nc2n1C1CCCC1
  -0.4	-1.0	5.4	-6.1	4.7	105.0	-3.3	-2.6	-1.1	-0.5
COc1ccc(OC)c(N2C(=O)CC(C(C)c3ccccc3)C2=O)c1 (configuration not stated)
  -2.2	-3.2	1.1	-3.9	-1.7	99.0	0.5	-0.4	-1.1	0.2
COC(=O)C(C)N(C#N)c1nc(NC(C)C)nc(SC)n1 (configuration not stated)
  0.9	0.4	-3.8	-4.2	-0.8	97.0	-6.3	-0.6	-0.8	-0.2
Cn1c(N)c(C(=O)COC(=O)[C@H](Cc2ccccc2)N2C(=O)c3ccccc3C2=O)c(=O)n(C)c1=O
  0.3	3.6	7.7	0.8	-7.4	96.0	·	5.4	-1.9	-0.4
O=C(COC(=O)C1CCN(S(=O)(=O)c2cccs2)CC1)Nc1ccccc1Br
  0.4	-5.4	3.8	7.5	-0.6	104.0	·	0.1	1.1	0.1

# Part of the list above, limited to MC4R antagonist:
SMILES	MC4R antagonist
Cc1cc(C)c2c(CN3CCN(C/C=C/c4ccccc4)CC3)cc(=O)oc2c1	-1.2
Cc1cc(C)n(-c2ccc(C(=O)OCC(=O)NC(c3ccccc3)c3ccccc3)cc2)n1	20.0
CCCCn1c(N)c(N(CC)C(=O)c2cnc(C)cn2)c(=O)[nH]c1=O	-1.1

# Next section.
# Every second line gives: Exocytosis inh	TLR9-MyD88 block	MC4R antagonist	NOD2-RIPK2 inh	ABHD5 PLIN5 PPI	ABCB6 inh 2	Vif imaging	Glyco luc inh	MC4R ag barr	aDG glyco up
COc1cccc(CCN2C(=O)CCC3=C2CCC3=O)c1
  -1.0	·	·	-8.3	-6.1	93.0	1.4	-0.4	·	-0.2
O=C(Oc1cccc(NC(=O)c2ccco2)c1)c1cccc(S(=O)(=O)N2CCCCC2)c1
  0.5	-4.8	6.0	4.3	-8.3	95.0	6.4	-0.7	-1.2	0.2
Cn1ccc2c(N3CCCCC3)cc3c(c21)C1CCC3C1 (configuration not stated)
  -0.8	·	·	-7.6	-12.1	103.0	·	0.5	·	0.0
COc1ccc(NC(=O)COC(=O)CCc2ccc(S(=O)(=O)N3CCOCC3)cc2)c(OC)c1
  1.1	3.8	9.7	-4.4	-0.4	92.0	-4.1	3.1	-0.6	0.4
O=C(CSc1cccc[n+]1[O-])Nc1cc([N+](=O)[O-])ccc1Cl
  9.7	10.2	-0.3	9.6	-10.1	92.0	8.1	-1.6	-2.8	-0.2
COc1ccc(-c2ccc(CCC(=O)O)n2C(C)C)cc1
  -4.7	5.0	3.8	1.6	5.3	101.0	-2.3	3.0	-0.7	-0.1
N#Cc1nc(COc2ccccc2F)oc1NCCCn1ccnc1
  -1.7	4.8	-4.3	-16.2	-4.7	101.0	3.6	3.0	-0.3	-0.2
CC(C)N(Cc1ccc(F)cc1)C(=O)c1cc2ccccc2oc1=O
  -2.1	9.9	5.8	-11.5	-3.0	97.0	-15.6	2.1	-1.3	0.1
O=C(Nc1cccc(F)c1)c1cc(S(=O)(=O)NCCC2=CCCCC2)ccc1F
  2.9	6.8	0.7	-2.6	-13.3	105.0	5.1	-10.1	-0.7	1.3
COC(=O)/C=C1\S/C(=N/N=C/c2ccco2)NC1=O
  -1.2	-1.3	-11.0	-6.6	3.1	113.0	3.2	4.4	-3.4	-0.3
CCOC(=O)C1CCN(C(=O)COC(=O)COc2ccc(Cl)cc2)CC1
  3.8	11.7	3.6	-9.6	-1.5	96.0	6.2	1.4	-0.1	0.1
CS(=O)(=O)c1ccccc1C(=O)Nc1ccc2sccc2c1
  -2.5	-2.8	-4.5	-16.5	1.9	97.0	4.8	0.8	-2.4	0.1
CCCNC(=O)COC(=O)CCC(=O)c1ccc(F)cc1
  -1.5	-8.3	5.0	-32.2	-6.6	106.0	5.9	-0.2	-1.9	-0.1
CC(NC(=O)C1CCN(Cc2ccc(Oc3ccccc3)cc2)CC1)c1cccc2ccccc12 (configuration not stated)
  -4.5	·	7.3	-8.5	-5.5	103.0	-6.9	-1.9	0.7	1.9

# Records listed above printed as active in Vif imaging:
# Every second line gives: Exocytosis inh	TLR9-MyD88 block	MC4R antagonist	NOD2-RIPK2 inh	ABHD5 PLIN5 PPI	ABCB6 inh 2	Vif imaging	Glyco luc inh	MC4R ag barr	aDG glyco up
COc1ccc(C(=O)Nc2ccc(N3CCN(C(=O)C(C)C)CC3)cc2)cc1[N+](=O)[O-]
  0.1	-0.8	-5.8	-7.2	3.5	103.0	63.5*	-0.3	0.0	0.3
